Assay outcomes (PubChem BioAssay)
MITF inh – inhibitors of human MITF | AlphaScreen MITF homodimerization, bead proximity signal | inhibition, % at 2.6 µM | O75030 | AID 1259374 | 650,000 compounds, 0.91% hits; in the data active = inhibition above about 50%;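 also: 0% = vehicle wells with protein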
Target sequence (O75030 whole entry, looked up): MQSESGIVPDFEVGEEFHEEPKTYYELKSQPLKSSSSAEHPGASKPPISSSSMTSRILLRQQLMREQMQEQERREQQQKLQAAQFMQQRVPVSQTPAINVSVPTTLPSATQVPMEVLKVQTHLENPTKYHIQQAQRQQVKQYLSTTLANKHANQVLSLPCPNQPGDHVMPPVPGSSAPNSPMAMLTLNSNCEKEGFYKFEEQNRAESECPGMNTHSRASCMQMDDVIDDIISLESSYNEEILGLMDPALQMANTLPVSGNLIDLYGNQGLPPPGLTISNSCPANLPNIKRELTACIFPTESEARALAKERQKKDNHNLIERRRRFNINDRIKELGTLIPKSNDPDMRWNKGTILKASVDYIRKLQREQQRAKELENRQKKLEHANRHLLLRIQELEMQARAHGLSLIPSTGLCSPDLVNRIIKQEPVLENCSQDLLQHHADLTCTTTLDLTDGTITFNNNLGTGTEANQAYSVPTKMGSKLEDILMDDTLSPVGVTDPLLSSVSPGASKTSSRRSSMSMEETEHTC
TEAD-YAP block – TEAD-YAP interaction inhibition | HEK-TIYL cells, TEAD-Gal4/YAP UAS-luciferase luminescence | inhibition, % at 9.12 µM | 640,000 compounds, 1.4% hits; in the data active = inhibition above about 32%;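 also: 0% = median of test compound wells and 100% = reference inhibitor wells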
FBW7 activator – human FBW7 E3 ligase activation, primary screen; 650,000 compounds, 0.13% hits; Q969H0; AID 1259310; normalized activity (activation), % at 26.1 µM; AlphaScreen FBW7–phospho-cyclin E peptide binding, activator screen; in the data active = normalized activity above about 1.9%;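 also: purified mutant Fbw7 with reduced substrate affinity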
GPR151 ag – activates the human receptor GPR151 | PathHunter beta-arrestin GPR151 cells, luminescence | Q8TDV0 | activation, % at 11.2 µM | 650,000 compounds, 1% hits; in the data active = activation above about 4.9%;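 also: 0% = median of compound wells and 100% = cells with positive control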
Target sequence (Q8TDV0 whole entry, looked up): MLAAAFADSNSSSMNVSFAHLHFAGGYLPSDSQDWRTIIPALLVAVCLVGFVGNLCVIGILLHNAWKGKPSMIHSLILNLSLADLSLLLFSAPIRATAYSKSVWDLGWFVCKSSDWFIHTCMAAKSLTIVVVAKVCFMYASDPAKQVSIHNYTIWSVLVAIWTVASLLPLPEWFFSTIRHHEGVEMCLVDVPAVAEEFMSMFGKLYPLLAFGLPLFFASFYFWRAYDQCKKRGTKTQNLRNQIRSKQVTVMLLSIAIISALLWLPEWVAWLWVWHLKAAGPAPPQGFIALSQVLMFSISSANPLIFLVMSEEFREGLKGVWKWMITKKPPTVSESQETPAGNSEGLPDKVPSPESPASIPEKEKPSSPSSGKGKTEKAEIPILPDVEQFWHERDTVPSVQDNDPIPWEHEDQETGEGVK
Numbers without * were called inactive; . = not tested or not shown; & = joins results of further samples.

cpd	smiles	MITF inh	TEAD-YAP block
1	C(=N\Nc1ccc2ccccc2n1)/c1ccc2c(c1)OCO2	-7	15
2	CC(C)NC(=O)C(=O)NC(C)c1ccccc1 (stereo unspecified)	12	-4
3	CCN(C(=O)COC(=O)/C(C#N)=C/c1ccc(OC)cc1)C1CCCCC1	-2	1
4	COc1ccc(C(=O)/C=C/c2ccc([N+](=O)[O-])cc2)cc1	11	6
5	COc1cc(NC(=O)/C=C/c2ccccc2)cc(OC)c1	15	-38
6	CCOc1ccc(S(=O)(=O)Nc2cccc(C)n2)c2cccnc12	-15	-11
7	CC1(C)c2ccccc2N(c2ccccc2)C12C=Cc1c(ccc3cc([N+](=O)[O-])ccc13)O2 (stereo unspecified)	-16	-1
8	CCCCc1nc2c(c3c1C[C@H](C)OC3)CN(S(=O)(=O)CCCC)CC2	15	.

cpd	FBW7 activator	GPR151 ag
1	-0.2	-0.3
2	0.5	0.1
3	-0.1	1.5
4	0.2	-0.7
5	0.5	-2.8
6	-0.1	0.3
7	-0.1	0.3
8	0.1	-0.7

(cont.)
cpd	smiles	MITF inh	TEAD-YAP block
9	O=[N+]([O-])c1ccc2oc(/C=C/c3ccc(O)cc3)nc2c1	14	-4
10	Oc1oc(-c2cccc3ccccc23)nc1C=NC1CCCCC1	-15	0
11	O=C(NCCOc1ccccc1)c1ccc2nc(Nc3cnccn3)sc2c1	-10	-30
12	CCOC(=O)C(CC)Sc1nc(N)c(NC(=O)c2ccc(OC)c(OC)c2)c(=O)[nH]1 (stereo unspecified)	-5	-4
13	Cc1ccc(NC(=O)CC2Sc3ccccc3NC2=O)c(Br)c1 (stereo unspecified)	-8	-1
14	Cc1cc2c(cc1S(=O)(=O)Nc1cc(F)ccc1F)OCC(=O)N2	10	1
15	CCC(C)NC(=O)c1sc2ncn(CC(=O)N3CCCC(C)C3)c(=O)c2c1C (stereo unspecified)	0	-10
16	O=C(NCc1ccccc1)C(=O)NC1CCCCCC1	7	-24

cpd	FBW7 activator	GPR151 ag
9	0.1	-2.2
10	-0.1	-0.2
11	0.1	0.6
12	0.3	-1.2
13	0.0	-0.9
14	0.7	-0.1
15	0.3	-0.8
16	0.2	-1.3

The list continues.
cpd	smiles	MITF inh	TEAD-YAP block
17	Cn1cccc1-c1cc(C(=O)N/N=C/C=C/c2ccccc2)[nH]n1	15	-5
18	CC(=O)Nc1nc(-c2ccc3c(c2)Cc2ccccc2-3)cs1	0	-71
19	Cc1cc(N)ccc1-c1ccc([N+](=O)[O-])cc1C	1	-74
20	CC1CN(c2nc3c(c(=O)[nH]2)CCN(Cc2ccc4nccnc4c2)C3)CC(C)O1 (stereo unspecified)	2	7
21	CCc1ccc2oc(-c3cccc(NS(=O)(=O)c4ccccc4)c3)nc2c1	21	-22
22	O=C(CN1Cc2ccccc2C1=O)Nc1ccc(Br)cn1	-3	9
23	CC1CCN(c2c(NCc3ccc(C(=O)NC4CCCC4)cc3)c(=O)c2=O)CC1	-9	5
24	Cc1ccc(CNC(=O)N2CCC3(CC2)OCCc2c3[nH]c3ccccc23)cc1	5	0

cpd	FBW7 activator	GPR151 ag
17	-0.2	-0.4
18	-0.1	1.0
19	0.2	0.5
20	-0.1	0.7
21	0.2	-2.4
22	0.0	2.0
23	-0.2	-0.2
24	0.0	2.0

Continued.
cpd	smiles	MITF inh	TEAD-YAP block
25	O=C1c2cccnc2C(O)N1Cc1ccc(F)cc1 (stereo unspecified)	6	18
26	CC(=O)c1cccc(NC(=O)C(C)Sc2ccc(Cl)cc2)c1 (stereo unspecified)	9	-4
27	COc1ccc(O)c(/C=N/NC(=O)CCC(=O)Nc2ccc(C)cc2)c1	20	7
28	Cc1ccc(CNS(=O)(=O)c2cccc3cccnc23)cc1	4	4
29	Cc1ccc2cc(/C=C(\C#N)c3ccc([N+](=O)[O-])cc3)c(N3CCOCC3)nc2c1	14	-1
30	COc1ccc(/C=C2\NC(=S)N(c3ccccc3)C2=O)cc1	17	5
31	O=c1c2sc(=S)n(-c3ccccc3)c2[nH]c(=S)n1-c1ccccc1	4	-5
32	Cc1cccc(-c2nc3c(cnn3-c3ccccc3)c(=O)n2-c2cccc(Cl)c2)c1	9	-13

cpd	FBW7 activator	GPR151 ag
25	0.4	-0.5
26	0.0	0.2
27	-0.1	-0.9
28	0.3	-0.5
29	-0.1	0.1
30	-0.1	-0.4
31	0.2	1.9
32	-0.1	-1.8

Next section
cpd	smiles	MITF inh	TEAD-YAP block
33	COC(=O)COc1ccc(Nc2nnc(C)c3ccccc23)cc1	13	-3
34	Nc1c(CO)ccc2c1C(=O)c1ccccc1C2=O	14	-17
35	CNC(=S)N1N=C(c2c(-c3ccccc3)c3cc(Cl)ccc3[nH]c2=O)CC1c1ccccc1OC (stereo unspecified)	9	4
36	N#Cc1ccccc1NC(=O)COC(=O)c1cccc2c1C(=O)c1ccccc1C2=O	0	1
37	COc1cc(C(=O)N2CCN(C(C)C)CC2)cc(OC)c1OC	10	0
38	CCOCCOC(=O)C1=C(C)NC2=C(C(=O)CCC2)C1c1cc2c(cc1Cl)OCO2 (stereo unspecified)	7&2	9&-1
39	CC(=O)Nc1ccc(N=C(C)C2=C(O)c3ccccc3C2=O)cc1	3	-39
40	C1CCc2c(sc3nc(CN4CCOCC4)nc(NC4CC4)c23)C1	5	-3

cpd	FBW7 activator	GPR151 ag
33	-0.2	-2.2
34	-0.3	-0.3
35	-0.2	-0.1
36	0.0	0.0
37	0.0	-1.3
38	-0.1&0.1	-1.1&2.3
39	0.5	-1.6
40	0.0	-1.3

Profiles from above.
Shown for CC(=O)Nc1ccc(N=C(C)C2=C(O)c3ccccc3C2=O)cc1 : MITF inh = 3; TEAD-YAP block = -39; FBW7 activator = 0.5; GPR151 ag = -1.6
Shown for CCOCCOC(=O)C1=C(C)NC2=C(C(=O)CCC2)C1c1cc2c(cc1Cl)OCO2 (stereo unspecified) : MITF inh = 7&2; TEAD-YAP block = 9&-1; FBW7 activator = -0.1&0.1; GPR151 ag = -1.1&2.3

(list continues)
cpd	smiles	MITF inh	TEAD-YAP block
41	CCN(CC)C(=O)CSc1nc2c(sc(=S)n2-c2ccc(C)c(C)c2)c(=O)n1-c1ccccc1C	4	-11
42	CNc1nc(Nc2ccc(Br)cc2)nc(N)c1[N+](=O)[O-]	14	-75
43	O=C(COc1ccc(Cl)cc1)NNC(=O)C(Cc1ccccc1)N1C(=O)c2ccccc2C1=O (stereo unspecified)	0	11
44	COc1ccc(C(=S)N2CC(C)OC(C)C2)c(OC)c1 (stereo unspecified)	2	10
45	Cc1nc(NCc2ccco2)cc(-c2cncc(Br)c2)n1	7	-95
46	CSc1ncccc1C(=O)NCc1cccs1	-1	6
47	COc1ccc(C2Oc3c(cccc3OC)C=C2[N+](=O)[O-])cc1OC (stereo unspecified)	14	43*
48	Cc1cccc(N=Cc2c(O)n(-c3c(C)cc(C)cc3C)c(=O)[nH]c2=O)c1	-2&16	3&-1

cpd	FBW7 activator	GPR151 ag
41	-0.1	-0.9
42	0.0	-1.6
43	0.1	-0.5
44	0.0	0.6
45	-0.1	-0.6
46	0.1	-1.1
47	0.4	-2.3
48	-0.7&0.0	0.8&-1.3

Next results:
cpd	smiles	MITF inh	TEAD-YAP block
49	O=S(=O)(Cc1ccc(Cl)cc1)CC(O)COCc1ccccc1 (stereo unspecified)	8	2
50	CC(=O)Nc1ccc(S(=O)(=O)NC(CC(=O)NC2CCCC(C)C2C)C(C)C)cc1 (stereo unspecified)	-1	6
51	O=C1NC(c2cccs2)Nc2sc3c(c21)CCCC3 (stereo unspecified)	-4	2
52	CCCSc1nnc2c(n1)OC(c1ccsc1)Nc1ccccc1-2 (stereo unspecified)	-9	-53
53	CCOc1ccc(/C(C)=N\NC(=O)c2cc(C(C)C)[nH]n2)cc1	14	1
54	Cc1ccc(C)c(Cn2c(C(=O)O)c(CNCCC(C)C)c3ccccc32)c1	-8	0
55	N#Cc1c(NC(=O)c2cc3nc(-c4ccc(Cl)c(Cl)c4)cc(C(F)(F)F)n3n2)sc2c1CCCCC2	-16	-6
56	CCOC(=O)c1c(NC(=O)c2cc(C(C)C)on2)sc(C(C)=O)c1C	16	-5

cpd	FBW7 activator	GPR151 ag
49	0.0	1.0
50	0.1	-0.2
51	0.0	0.6
52	0.1	0.3
53	0.4	0.4
54	0.0	0.0
55	0.0	0.6
56	0.0	-0.6

Next entries:
cpd	smiles	MITF inh	TEAD-YAP block
57	OCCC1CN(C2CCN(Cc3ccccc3)CC2)CCN1Cc1ccccc1F (stereo unspecified)	-3	14
58	Cc1nc2ncnn2c(N2CCC(C(=O)NCC3CCCO3)CC2)c1Cc1ccccc1 (stereo unspecified)	10	2
59	COc1cc(C(=O)OC(C)CN2CCN(C)CC2)cc(OC)c1OC (stereo unspecified)	0	-5
60	CCOC(=O)c1ccc(N2C=C(C(=O)OC)C(c3cccs3)C(C(=O)OC)=C2)cc1	-7	1
61	COCCNC(=O)c1cc(I)c(OCc2ccccc2)c(OC)c1	-3	17
62	CCOc1ccccc1C1N(c2nccs2)C(=O)C2CCCN21 (stereo unspecified)	-5	-2
63	Cc1ccc(NC(=S)N(CCCN2CCC(C)CC2)Cc2cccs2)cc1C	3	8
64	CC(=O)c1c(C)[nH]c(C(=O)CSc2nnnn2-c2cccc(C)c2)c1C	11	33*

cpd	FBW7 activator	GPR151 ag
57	-0.1	1.5
58	1.1	0.8
59	0.0	-0.1
60	0.1	0.2
61	-0.1	-1.9
62	-0.1	0.7
63	-0.2	0.6
64	0.1	2.1

The results go on:
cpd	smiles	MITF inh	TEAD-YAP block
65	COc1cc(C2SCC(=O)N2Cc2ccco2)ccc1O (stereo unspecified)	6	-12
66	Cc1ccc(C(=O)Nn2cnnc2)c(C)c1	6	-2
67	O=C1N[C@@H](Cc2ccc(O)cc2)C(=O)N2C[C@@H](NCc3ccccc3F)C[C@@H]12	6	11
68	COc1ccc(N2CCN(c3cnc(-c4cccc(CO)c4)cn3)CC2)cc1OC	5	-26
69	CC(OC(=O)c1ccc([N+](=O)[O-])o1)C(=O)Nc1cccc(Cl)c1 (stereo unspecified)	1	15
70	Cc1nnc2sc(-c3ccc(NC(=O)c4ccc([N+](=O)[O-])o4)cc3)nn12	-5	-20
71	COc1ccc(C2=NN(C(=O)c3ccco3)C(c3cc4cc(OC)ccc4nc3Cl)C2)cc1 (stereo unspecified)	8	-13
72	Nc1ncc(Cc2cccc(C(F)(F)F)c2)s1	-5	4

cpd	FBW7 activator	GPR151 ag
65	-0.3	-0.7
66	-0.1	-0.1
67	-0.3	0.6
68	-0.1	0.9
69	0.0	2.2
70	-0.1	2.1
71	0.2	-0.7
72	-0.2	-0.8

Additional compounds:
cpd	smiles	MITF inh	TEAD-YAP block
73	O=C(N/N=C/CCc1ccccc1)c1cc(Br)ccc1O	-16	-13
74	COc1cc(CN2CCN(c3ccccn3)CC2)cc(OC)c1O	19	-16
75	N#Cc1cc2c(N)c(C(=O)Nc3cccc(F)c3)sc2nc1N	-4	-34
76	O=C(CSc1nnc(-c2cccc(Br)c2)o1)c1ccccc1	1	-11
77	O=C(NCC1CCCO1)c1cc2nc(-c3ccccc3)cc(C(F)(F)F)n2n1 (stereo unspecified)	6	-3
78	Cn1c(SCC(=O)Nc2ccc(F)c([N+](=O)[O-])c2)nnc1-c1ccccc1	5	13
79	COc1ccc(CCNc2nc(-c3ccc(C(=O)NC4CC4)cc3)nc3c2ncn3-c2ccccc2)cc1	16	4
80	O=C(Nc1ccc(Cl)cc1)c1c2c(nc3ccccc13)-c1ccccc1CC2	15	-3

cpd	FBW7 activator	GPR151 ag
73	-0.1	-1.8
74	0.0	-0.3
75	-0.1	-0.4
76	0.0	3.2
77	-0.1	-0.6
78	0.1	-1.0
79	0.2	-2.2
80	0.8	-0.2

Continued.
cpd	smiles	MITF inh	TEAD-YAP block
81	O=c1c(-c2ccc(Cl)cc2)coc2cc(O)cc(O)c12	9	-7
82	COCCNC(=O)C1(C)Oc2ccccc2NC1=O (stereo unspecified)	5	1
83	O=C(COc1ccc(Cl)cc1)NCc1nc(-c2ccccc2)no1	-6	0
84	C=CCNC(=O)CN1c2ccccc2C(C)(C)C12C=Cc1c(ccc3ccccc13)O2 (stereo unspecified)	4	-6
85	Cc1nc2nc(SCc3cc(=O)n4cc(Br)ccc4n3)nn2c(C)c1Cc1c(F)cccc1Cl	-9	-6
86	COc1ccccc1Nc1ncnc2c1c(-c1ccccc1)cn2-c1cccc(Cl)c1	6	-8
87	CC1=CCC(C(=O)O)(C(=O)n2nc(C)cc2C)C(c2ccc(Br)cc2)C1 (stereo unspecified)	6	2
88	COc1cccc(/C=N/NC(=O)c2cc(C34CC5CC(CC(C5)C3)C4)[nH]n2)c1O	12	40*

cpd	FBW7 activator	GPR151 ag
81	0.6	-1.6
82	0.2	-0.2
83	-0.1	-0.6
84	-0.1	1.1
85	0.0	-0.7
86	0.2	-1.2
87	0.0	-0.4
88	-0.1	0.1

Following part.
cpd	smiles	MITF inh	TEAD-YAP block
89	Cc1nc(C)c(CCNS(=O)(=O)c2ccc(Oc3ccccc3)cc2)s1	6	6
90	CC(C)(C)c1ccc(C(=O)NCC(=O)N/N=C/c2cccnc2)cc1	4	-1
91	Cc1cc(C)cc(NC(=O)CN2C(=O)C(C)(C)Oc3ccc(C(=O)NC4CCCC4)cc32)c1	-4	9
92	O=C(/C=C/Nc1cccc2ccccc12)C(F)(F)F	7	4

cpd	FBW7 activator	GPR151 ag
89	-0.1	2.1
90	0.3	-0.2
91	0.2	0.1
92	0.2	-1.5
